Screening results (PubChem BioAssay)
GLP-1R inv ag – acts as inverse agonist at human GLP-1 receptor; P43220; HEK293 GLP-1R CRE-luciferase, luminescence, 24 h; GLP-1R form is constitutively active; Potency, µM (doses to about 38.3 µM), inactives show top-dose activity change, negative = inhibition, most hits filed as inhibitors; hit rate 1.6% among 410,000; AID 624417; note: % is set by controls: 0 for no effect and ±100 for the full control effect; nearly all actives have a fitted effect of over 55% in size
Target sequence (P43220 whole entry, looked up): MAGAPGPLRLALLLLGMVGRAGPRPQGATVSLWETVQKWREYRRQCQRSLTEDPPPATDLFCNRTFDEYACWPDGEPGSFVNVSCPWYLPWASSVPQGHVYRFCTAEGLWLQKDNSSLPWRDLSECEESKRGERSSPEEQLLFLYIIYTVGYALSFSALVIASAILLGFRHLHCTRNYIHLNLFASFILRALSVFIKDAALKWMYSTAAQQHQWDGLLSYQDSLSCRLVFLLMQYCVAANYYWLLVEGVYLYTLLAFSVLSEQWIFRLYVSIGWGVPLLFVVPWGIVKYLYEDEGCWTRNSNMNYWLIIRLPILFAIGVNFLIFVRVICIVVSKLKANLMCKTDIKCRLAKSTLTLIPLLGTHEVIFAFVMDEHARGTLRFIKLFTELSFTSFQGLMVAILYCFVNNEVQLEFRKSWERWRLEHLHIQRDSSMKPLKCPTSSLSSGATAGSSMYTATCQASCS
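HEK293 cells stably co-expressing constitutively active GLP-1R and a cAMP-responsive luciferase reporter were seeded in DMEM with 10% Nu serum, given compounds after 12 h, and incubated 24 h at 37 deg C. Luminescence was then read.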
GLP-1R agonist – activates the human GLP-1 receptor | hit rate 0.007% among 380,000 | P43220 | Potency, µM (doses to about 45.6 µM), inactives show at the top dose activation, usual class: activators | HEK293 GLP-1R CRE-luciferase, luminescence, 4-6 h; cells express a hypersensitive GLP-1R form; note: % of control where 0% means no effect
HEK293 tox – cytotoxic in the GLP-1 receptor inverse agonist counter-screen. HEK293 cAMP-luciferase reporter cells, luminescence, 24 h. Potency, µM (top dose mostly 38.3 µM), without a hit: at the top dose activity change, negative = inhibition, most hits filed as inhibitors. hit rate 0.13% among 410,000;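 note: loss of luciferase light is scored as toxicity; % is set by controls: 0 for no effect and ±100 for the full control effect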
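MLSMR compounds, 24 hr on cells at 37 deg C/5% CO2; luminescence after luciferase reagent (12 min RT). Inhibition counted as the undesired cytotoxic outcome.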
SW480 rereplic – inducers of DNA re-replication in SW480 colon cancer cells. SW480 DNA re-replication, Hoechst DNA content imaging, 48 h. Potency, µM (highest dose often 46.1 µM), without a hit: at the top dose re-replication activation, actives largely listed as activators. hit rate 1.8% among 340,000. AID 624297; note: % of control where 0% means no effect; nearly all actives have a fitted effect of over 55% in size
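SW480 cells exposed to compounds for 48 hr at 37 C, 5% CO2, then Hoechst-stained 40 min. Nuclear DNA content imaged by fluorescence scanning (405 nm excitation, 500-530 nm emission); re-replication scored as increased high-intensity nuclei.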
HT1080 IDH1KD tx – toxicity to HT-1080 IDH1 knockdown cells (counter line) | Potency, µM (top dose mostly 46.1 µM), for the others: at the top dose activity, negative = toxicity, usual class: cytotoxic | hit rate 2% among 360,000 | HT-1080 IDH1 knockdown viability, ATP luminescence, 48 h;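 note: 0% = DMSO wells and -100% = cell-free medium wells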
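Assay cells: HT-1080 with IDH1 knockdown, 750 per well, RPMI/5% FBS. Exposure: 48 h at 37 °C following 2 h pre-incubation. Read: CellTiter-Glo luminescence; fitted concentration-response, curve class assigned.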
TDP-43 yeast inh – inhibitors of TDP-43 toxicity in yeast | TDP-43 expressing yeast growth rescue, BacTiter-Glo, 24 h | Potency, µM (top dose mostly 46.1 µM), for the others: top-dose growth rescue (activation), hits mostly activators | hit rate 1.8% among 410,000 | AID 652104; note: % of control where 0% means no effect; nearly all actives have a fitted effect of over 50% in size
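Growth rescue of TDP-43-toxic yeast measured as ATP luminescence (BacTiter-Glo). Cells grown to mid-log in raffinose, induced in galactose at OD600=0.02, exposed to compound 24 hr at 30 deg C.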
KB-V1 MDR tox – kills drug-selected multidrug resistant KB-V1 cells | KB-V1 MDR cells viability, CellTiter-Glo, 72 h | Potency, µM (doses to about 46.1 µM), for inactives: top-dose activity change, negative = cytotoxicity, actives largely listed as cytotoxic | hit rate 3.4% among 400,000; note: % is set by controls: 0 for no effect and ±100 for the full control effect; nearly all actives have a fitted effect of over 60% in size
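Compound-treated KB-V1 multidrug-resistant cells, 72 h, 37 degrees C; viability by CellTiter-Glo. Fitted qHTS curves give the values.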
HT1080NT lethal – kills 2HG-producing HT-1080-NT fibrosarcoma cells. HT-1080-NT fibrosarcoma viability, CellTiter-Glo ATP luminescence, 48 h. Potency, µM (top dose mostly 46.1 µM), for inactives: at the top dose activity, negative = less viability, usual class: cytotoxic. hit rate 1.6% among 360,000;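 note: NT is the 2HG producing partner of a matched IDH1 knockdown line; 0% = DMSO-treated cells and -100% = media-only wells without cells; nearly all actives have a fitted effect of over 55% in size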
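Viability of the 2HG-overproducing fibrosarcoma line after 48 hours of compound exposure at 37 degrees C was determined by luminescence with CellTiter-Glo, and concentration-effect curves were then fitted and categorized.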
KB-3-1 tox – KB-3-1 parental cell cytotoxicity; AID 1347075; hit rate 1.4% among 400,000; Potency, µM (titrated, usually from 46.1 µM), for inactives: at the highest dose activity change, negative = cytotoxic, hits mostly cytotoxic; KB-3-1 viability, CellTiter-Glo ATP luminescence, 72 h; note: % is set by controls: 0 for no effect and ±100 for the full control effect; nearly all actives have a fitted effect of over 60% in size
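Viability of parental KB-3-1 cells, measured by CellTiter-Glo luminescence, followed a 72 h incubation at 37 °C with pinned compounds in phenol-red-free DMEM containing 10% FBS.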
The depositor's hits bear a star; ? = inconclusive; nt = no result given; [ ] = another dose, or the depositor's remark. Calls come from the whole dose curve; as a rule, active = well fitted curve in the direction sought with a large enough effect; inconclusive = small, poorly fitted or top-dose-only effect, or another doubt; inactive = no such curve, though single readings can be large; an effect the other way counts as inactive or inconclusive. Potency is the fitted concentration of half-maximal effect.

SMILES	GLP-1R inv ag	GLP-1R agonist	HEK293 tox	SW480 rereplic	HT1080 IDH1KD tx	TDP-43 yeast inh	KB-V1 MDR tox	HT1080NT lethal	KB-3-1 tox
CC(=O)N1c2c(cc(Br)cc2S(=O)(=O)NCC2COc3ccccc3O2)CC1C (stereo not given)	-2.4%	0.5%	-19.4%	-2.6%	-14.8%	-0.1%	-17.1%	-6.1%	-3.0%
CCOC(=O)C1=C(COC(=O)Cc2ccc(Cl)cc2)NC(=O)NC1C (stereo not given)	16.1%	22.3%	-1.9%	-30.6%[inhibitor]	6.8%	25.6%	?	-1.9%[9.24 µM]	1.5%
Cc1cc(NC(=O)c2cn(C3CCCCC3)c(=O)c3c2c2ccccc2n3C)no1	?	-0.6%	-6.6%	0.5%	-2.6%	1.7%	0.7%	-1.2%	-7.5%
Nc1nc2ccccc2n1CCOc1ccc(Br)cc1	?	7.3%	-2.2%	-1.8%	-8.3%	4.6%	-21.8%	-22.1%	2.4%
c1ccc2c(SCc3cn4cccnc4n3)ncnc2c1	0.3%	-1.1%	2.4%	4.3%	-8.5%	7.7%	16.5%	-10.0%	-3.1%
O=C1N(CCCl)c2ccc(Br)cc2C12OCCO2	1.6%	-4.3%	19.0%	-32.5%[inhibitor]	-12.6%	10µM*	13.4%	-0.2%	-4.7%
COc1cccc(NC(=S)N2CCC(NC(=O)c3ccco3)CC2)c1	5.0%	5.1%	6.1%	-3.9%	6.2%	-0.8%	-18.7%	14.0%	12.9%
Cc1cc(S(=O)(=O)N2CCOCC2)ccc1OCC(=O)N1CCOCC1	-9.5%	1.0%	-1.1%	2.8%	13.8%	0.0%	4.8%	-1.9%	6.3%
Cc1cccc(-n2c(SCC(=O)O)nc3sc4c(c3c2=O)CCCC4)c1	2.3%	-1.3%	2.2%	-47.6%[inhibitor]	8.6%	-9.4%	-12.3%	1.2%	2.7%
CCOc1nc(-c2ccccc2)ccc1-c1noc(-c2ccc(OC)c(OC)c2)n1	-2.6%	-1.5%	-3.9%	-5.6%	14.4%	1.3%	-5.5%	5.0%	4.7%
O=C(NC(=S)N1CCN(Cc2ccc3c(c2)OCO3)CC1)c1ccc(Cl)cc1	?	-7.4%	?	2.3%	-22.0%	0.0%	-27.6%	-22.2%	0.0%
COc1ccc(C(=O)Nc2ccccc2NC(=O)c2ccco2)c(OC)c1	-2.5%	12.9%	-6.0%	-164.0%[inhibitor]	-2.0%	-4.5%	4.3%	9.3%	-2.8%
OC(c1ccc(-c2ccccc2)cc1)c1ncc(-c2ccc(C(F)(F)F)cc2)[nH]1 (stereo not given)	?	-5.9%	-15.6%	nt	?	-80.8%[inhibitor]	3.7%	?	0.0%
COC(=O)C1=C[C@@H](C(=O)OC)[C@@H]2C3=C(C(=O)[C@]2(CC(C)C)NC(=O)c2ccccc2)[C@H](C)n2c(=O)n(-c4ccccc4)c(=O)n2[C@@H]3C1	-18.7%	-1.6%	-12.5%	1.8%	16.5%	28.0%	?	10.5%	?
CN(C)C(=O)Cn1c(SCC(=O)NC2CCCCC2)nc2ccccc21	3.4%	-10.6%	-2.5%	-5.8%	8.9%	-19.4%	-6.0%	2.2%	0.1%

Not a retest: two of the compounds above.
SMILES	GLP-1R inv ag	GLP-1R agonist	HEK293 tox	SW480 rereplic	HT1080 IDH1KD tx	TDP-43 yeast inh	KB-V1 MDR tox	HT1080NT lethal	KB-3-1 tox
CC(=O)N1c2c(cc(Br)cc2S(=O)(=O)NCC2COc3ccccc3O2)CC1C (stereo not given)	-2.4%	0.5%	-19.4%	-2.6%	-14.8%	-0.1%	-17.1%	-6.1%	-3.0%
CCOC(=O)C1=C(COC(=O)Cc2ccc(Cl)cc2)NC(=O)NC1C (stereo not given)	16.1%	22.3%	-1.9%	-30.6%[inhibitor]	6.8%	25.6%	?	-1.9%[9.24 µM]	1.5%

The list goes on:
SMILES	GLP-1R inv ag	GLP-1R agonist	HEK293 tox	SW480 rereplic	HT1080 IDH1KD tx	TDP-43 yeast inh	KB-V1 MDR tox	HT1080NT lethal	KB-3-1 tox
COc1ccc(-c2nc3cc(C)ccn3c2NCC2CCCO2)cc1OC (stereo not given)	4.8%	-5.4%	-1.8%	2.3%	0.5%	-5.3%	19.7%	3.3%	6.7%
COc1ccc(-n2nnnc2/C=C\Nc2ccccc2C(=O)c2ccccc2)cc1	?	-0.4%	?	10.3µM*	5.17µM*	19.4%	4.61µM*	5.8µM*	5.8µM*
CCOc1cccc2sc(N(CCCN(C)C)C(=O)c3ccc(S(=O)(=O)N(CC)Cc4ccccc4)cc3)nc12	3.98µM*	-1.6%	?	25.3%	23.1µM*	-4.6%	10.3µM*	?	?
Cc1ccccc1Nc1scc(-c2ccc(Cl)cc2)[n+]1-c1ccccc1C	10µM*	-1.2%	-18.6%	-8.0%	-3.8%	10.4%	-0.1%	-4.5%	9.2µM*
Cc1ccc(OCC(=O)NNC(=O)CSc2nnc(-c3ccc(C)cc3)n2C)cc1	-23.4%	-1.0%	-0.6%	-9.7%	11.7%	5.6%	18.4%	4.8%	6.8%
NNC(=O)Cn1c(-c2ccccc2)cc2ccccc21	?	-0.1%	-4.4%	-0.5%	7.9%	-17.3%	-3.9%	-1.0%	-4.4%
c1ccc(CNc2ncnc3sc4c(c23)CCC4)nc1	16.8%	0.0%	-4.8%	1.9%	-4.9%	20.8%	?	-0.8%	-1.4%
CCC(C)(C)NC(=O)CN(C(=O)CNS(=O)(=O)c1ccccc1)c1ccc2c(c1)OCCO2	-4.7%	7.2%	14.2%	-2.6%	20.9%	-17.7%	-22.7%	7.2%	1.8%
Nc1c(C=C2C=CC(=O)C=C2)c(=O)nc2sc(CC(=O)N3CCOCC3)nn12	7.4%	-2.2%	-12.0%	-3.1%	17.6%	-14.1%	?	13.1%	16.5%
Cc1ccc(CNC(=O)CNC(=O)c2ccco2)cc1	17.8%	3.4%	-0.8%	-4.9%	3.6%	-7.5%	-2.2%	19.9%	3.6%
CCN1C(=O)NC2=C(C(=O)c3ccccc32)C1c1ccccc1F (stereo not given)	-22.4%	0.3%	-16.2%	0.9%	-26.2%	6.1%	-2.0%	-5.0%	0.3%
O=C(O)CSc1cc(C(=O)c2ccccc2O)cn2c(=O)c3c(-c4ccccc4)csc3nc12	?	-0.6%	-1.4%	?	-9.6%	12.8%	1.6%	0.4%	-1.4%
Cc1nc(SCCO)c([N+](=O)[O-])[nH]1	12.0%	-0.8%	-6.0%	-3.7%	14.6%	-19.0%	22.9%	15.2%	-0.3%
Cc1nc(N)sc1C(=O)N/N=C/c1c[nH]c2ccccc12	?	-0.3%	-17.8%	-11.5%	-25.4%[9.24 µM]	-7.0%	-21.0%	?	6.6%
COc1ccc(C(C)=O)cc1Cn1c(C)c(C(=O)NCc2ccc(C(C)C)cc2)sc1=O	?	14.0%	0.4%	nt	-20.5%	10.6%	?	-22.1%	-14.5%
COc1ccc(NC(=O)c2cncc(Br)c2)c(S(=O)(=O)N2CCOCC2)c1	1.8%	-0.2%	0.7%	0.2%	-1.6%	7.2%	0.0%	-5.9%	-1.1%
O=C(COc1cccc2ccccc12)NNC(=O)[C@@H]1CCCC[C@@H]1C(=O)O	-6.4%	-6.5%	2.7%	-3.7%	14.2%	9.3%	1.5%	12.4%	1.4%
CCOc1ccc(NC(=O)CN(Cc2ccccc2)S(=O)(=O)c2ccc(Cl)cc2)cc1	?	nt	5.2%	nt	nt	16.1%	6.8%	nt	-7.6%
COc1cc(/C=N/Nc2ccccc2[N+](=O)[O-])cc(OC)c1O	30.5%	?	-6.0%	-3.8%	-21.9%	-0.4%	-17.3%	-19.3%	-3.5%
CCn1c(CNC(=O)c2ccc(OC)cc2)nnc1SCC(=O)Nc1ccc(F)cc1	-10.9%	-2.4%	0.2%	nt	nt	0.0%	0.0%	nt	-6.4%
CC1=C(C(=O)Nc2cccc(C(=O)NC(C)c3ccccc3)c2)SCCO1 (stereo not given)	?	16.7%	-6.3%	-6.1%	-10.8%	2.1%	-20.0%	-7.7%	-13.6%
COc1ccc(NC(=O)CSc2n[nH]c(-c3ccccn3)n2)cc1	-18.6%	3.2%	-12.1%	?	?	-1.5%	-25.1%	-14.7%	?
Cn1cccc1-c1cc(C(=O)N/N=C/c2cccc(O)c2)[nH]n1	9.3%	6.3%	-0.1%	4.7%	3.9%	-8.0%	2.3%	9.1%	1.4%
COc1cc(CCc2ccc3c(c2)OCO3)oc(=O)c1	-2.0%	-3.3%	-6.3%	-7.0%	5.5%	18.9%	17.3%	-3.7%	5.9%
CC(=O)c1cccc(NC(=O)CN2C(=O)NC3(CCCCCCC3)C2=O)c1	0.0%	-2.1%	-0.8%	-2.5%	?	-5.6%	-10.3%	6.2%	26.9%
Cc1ccc(OCc2nc(-c3cccnc3)no2)cc1C	-6.8%[7.66 µM]	11.6%	-0.3%[7.66 µM]	0.9%	-22.7%	-6.6%[9.22 µM]	-23.0%	-13.8%	-0.6%
C/C(=N/NC(=O)c1nnn(-c2nonc2N)c1CSc1ccc(C)cc1)c1ccncc1	4.3%	1.3%	9.1%	nt	3.9%	3.6%	3.0%	7.3%	0.9%
CCCNC(=O)CC(NS(=O)(=O)c1ccc(NC(C)=O)cc1)C(C)C (stereo not given)	9.2%	-7.6%	23.6%	-1.1%	12.8%	7.3%	?	13.1%	6.3%

Single records, as listed above.
`COc1ccc(C(=O)Nc2ccccc2NC(=O)c2ccco2)c(OC)c1` reads GLP-1R inv ag = -2.5%; GLP-1R agonist = 12.9%; HEK293 tox = -6.0%; SW480 rereplic = -164.0%[inhibitor]; HT1080 IDH1KD tx = -2.0%; TDP-43 yeast inh = -4.5%; KB-V1 MDR tox = 4.3%; HT1080NT lethal = 9.3%; KB-3-1 tox = -2.8%
`COc1cccc(NC(=S)N2CCC(NC(=O)c3ccco3)CC2)c1` reads GLP-1R inv ag = 5.0%; GLP-1R agonist = 5.1%; HEK293 tox = 6.1%; SW480 rereplic = -3.9%; HT1080 IDH1KD tx = 6.2%; TDP-43 yeast inh = -0.8%; KB-V1 MDR tox = -18.7%; HT1080NT lethal = 14.0%; KB-3-1 tox = 12.9%
